High-throughput results deposited in PubChem by Sanford-Burnham Center for Chemical Genomics.
A3G deaminase: blocks human APOBEC3G single-stranded DNA deamination; Q9HC16; actives 0.28% (n = 330,000); recombinant A3G, ssDNA deamination FAM/TAMRA fluorescence; inhibition, % at 20 µM; AID 493012;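 active = inhibition of at least 40% at 20 µM, with no more than 30% in the related APOBEC3A deaminase screen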;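 also: plate controls were DMSO wells with A3G for no effect and wells lacking A3G enzyme for full effect; some compounds called inactive have numbers as strong as hits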
Target sequence (Q9HC16 whole entry, looked up): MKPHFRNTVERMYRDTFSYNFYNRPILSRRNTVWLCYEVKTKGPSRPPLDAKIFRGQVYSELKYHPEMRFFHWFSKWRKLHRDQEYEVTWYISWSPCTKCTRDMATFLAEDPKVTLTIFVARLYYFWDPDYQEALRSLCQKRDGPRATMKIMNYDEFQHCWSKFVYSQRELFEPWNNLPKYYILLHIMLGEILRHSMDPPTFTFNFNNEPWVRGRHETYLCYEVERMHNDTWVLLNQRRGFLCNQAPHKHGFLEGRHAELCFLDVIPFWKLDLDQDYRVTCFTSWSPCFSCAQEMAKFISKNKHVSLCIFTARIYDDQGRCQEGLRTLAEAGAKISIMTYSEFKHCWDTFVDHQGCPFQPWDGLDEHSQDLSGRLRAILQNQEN
beta cell repl: MIN6 beta-cell proliferation induction; MIN6 cells proliferation, ATPlite luminescence, 48 h; cells starved in 0.2% serum; 100% = growth in 10% serum; proliferation, % at 10 µM; actives 0.29% (n = 330,000); AID 2380;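 active = compounds whose signal lies at least 3.5 SD above the mean of all wells on their plate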;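 also: 0% = DMSO-treated cells in low-serum medium and 100% = 10% serum control; some compounds called inactive have numbers as strong as hits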
APOBEC3A inh: inhibitors of human APOBEC3A DNA deaminase | inhibition, % at 20 µM | AID 493011 | recombinant A3A, FAM/TAMRA ssDNA deamination fluorescence | actives 0.41% (n = 330,000);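 active = at least 40% inhibition at 20 µM here, with at most 30% in a related deaminase screen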;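 also: plate controls were A3A with DMSO for no effect and wells lacking A3A enzyme for full effect; some results filed as inactive read as strong as hits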
Target sequence (P31941 whole entry, looked up): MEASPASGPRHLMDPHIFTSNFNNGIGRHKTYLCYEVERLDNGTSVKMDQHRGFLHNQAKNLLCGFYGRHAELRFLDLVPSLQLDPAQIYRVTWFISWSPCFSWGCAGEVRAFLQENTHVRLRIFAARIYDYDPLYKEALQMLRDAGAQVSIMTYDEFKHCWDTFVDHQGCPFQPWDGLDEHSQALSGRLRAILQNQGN
mIAP inh: mouse IAP inhibition. purified mouse IAP, CDP-Star luminescence, 30 min. inhibition, % at 10 µM. actives 0.2% (n = 330,000). AID 2806;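 active = inhibition of at least 40% at 10 µM in the primary screen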;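 also: plate controls were DMSO with enzyme for no effect and no enzyme wells for full effect; values of inactives mirror those of a sister screen read the other way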
hIAP inh: human IAP inhibition. purified IAP, CDP-Star luminescence, 30 min. inhibition, % at 10 µM. actives 0.12% (n = 330,000). AID 2544;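 active = inhibition reaching a set limit with compound at 10 µM in the primary screen, cut at about 35% in these data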;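 also: plate controls were DMSO wells with enzyme for no effect and no-enzyme buffer wells for full effect; values of inactives mirror those of a sister screen read the other way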
Target sequence (P09923 whole entry, looked up): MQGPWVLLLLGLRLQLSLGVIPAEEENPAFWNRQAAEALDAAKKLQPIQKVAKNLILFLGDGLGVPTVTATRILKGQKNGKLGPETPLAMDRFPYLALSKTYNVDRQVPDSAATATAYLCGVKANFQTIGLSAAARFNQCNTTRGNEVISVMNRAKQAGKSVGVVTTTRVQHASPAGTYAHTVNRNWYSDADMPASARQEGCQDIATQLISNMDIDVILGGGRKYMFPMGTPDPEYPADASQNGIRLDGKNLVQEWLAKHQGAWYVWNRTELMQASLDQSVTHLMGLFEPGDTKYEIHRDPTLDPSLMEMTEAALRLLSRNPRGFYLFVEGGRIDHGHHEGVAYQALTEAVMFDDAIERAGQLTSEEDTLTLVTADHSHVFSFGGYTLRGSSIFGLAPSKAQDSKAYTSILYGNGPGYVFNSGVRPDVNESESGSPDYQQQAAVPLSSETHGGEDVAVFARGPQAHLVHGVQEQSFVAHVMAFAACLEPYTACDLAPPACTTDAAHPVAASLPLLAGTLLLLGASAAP
tim10-1 inh: growth inhibitors of tim10-1 mutant yeast. inhibition, % at 20 µM. actives 2.2% (n = 330,000). S. cerevisiae tim10-1 ts strain growth, BacTiter-Glo, 24 h;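 active = inhibition of at least 40%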;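 also: mutant grown at 25 °C; 0% = DMSO wells with yeast and 100% = wells holding no yeast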
TIM10 inh: TIM10 yeast growth inhibition | S. cerevisiae TIM10 strain growth, BacTiter-Glo luminescence, 24 h | inhibition, % at 10 µM | actives 1.4% (n = 330,000) | AID 463195;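 active = inhibition of 40% or more at the single tested concentration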;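 also: wild-type TIM10 isogenic control strain grown at permissive 25 °C; 0% = DMSO yeast wells and 100% = minimal medium wells without yeast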
mIAP activ: increases mouse intestinal alkaline phosphatase activity. muIAP, CDP-Star luminescence, 30 min; hits give high values; 1 = vehicle-only enzyme signal, 0 = enzyme-free wells. activation factor at 10 µM. actives 0.24% (n = 330,000). AID 2805;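 active = activation factor of at least 2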; also: the source names both 10 and 20 µM as test concentration; values of inactives mirror those of a sister screen read the other way
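Assay system: mouse IAP enzyme; reagent: chemiluminescent substrate CDP-Star; dosing: test compounds delivered from DMSO solution; schedule: 30 min at room temperature; measured by: luminescence from enzymatic CDP-Star hydrolysis; controls: DMSO-only wells and no-enzyme negative control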
NALP3 yeast inh: inhibitors of NALP3 inflammasome in yeast. inhibition, % at 10 µM. actives 0.39% (n = 330,000). Yeast reconstituted NLRP3/ASC/caspase-1, beta-gal luminescence, 24 h;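 active = inhibition of 50% or more; inactive = inhibition below 50%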;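 also: plate controls were induced DMSO wells for no effect and uninduced yeast grown without galactose for full effect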
* hit, by the source's call. Not a hit list, and some 4.6% of all compounds hit somewhere here.

Results follow in this order: tim10-1 inh, NALP3 yeast inh, mIAP activ, TIM10 inh, hIAP inh, beta cell repl, mIAP inh, APOBEC3A inh, A3G deaminase
Cc1ccc(NC(=O)c2ccc(CSc3nnnn3C)cc2)cc1
 : -33, 13, 1, -7, -12, -5, -4, 3, 0
Clc1ccc(Cl)c(OCCN2CCCC2)c1
 : 5, 23, 0.95, -10, -1, 0, 5, -7, -8
Cc1cc(C)cc(NS(=O)(=O)c2coc(C(N)=O)c2)c1
 : -19, -1, 0.97, 7, 4, -2, 3, 1, -2
CC(C)NC(=O)COC(=O)c1ccc(NS(=O)(=O)c2ccc3c(c2)OCCO3)cc1
 : 6, 4, 0.96, 13, -11, 4, 4, -3, -1
N#C/C(=C\c1cccc(Oc2ccccc2)c1)C(=O)N1CCOCC1
 : 81*, 30, 1, 82*, 18, 2, -2, -3, -6
COc1ccc(C2CC(=O)Nc3cc(C)c(C)cc32)c(OC)c1OC (stereo not drawn)
 : 7, 13, 1.1, 11, 21, -2, -14, -2, -7
COC(=O)c1cc(Br)c(=O)n(Cc2cccnc2)c1
 : 8, 6, 0.97, -7, 4, -1, 3, -14, -3
COC(=O)c1ccc(CNC(=O)c2ccc(OC)c(S(=O)(=O)NC3CCCC3)c2)cc1
 : 11, 7, 0.97, 4, 19, -5, 2, -2, -5
C=CCn1c(C)cc(C(=O)COC(=O)/C=C/c2cccc(OC)c2)c1C
 : 17, -2, 0.98, 30, 2, -3, 2, -2, -3
CC(=O)Nc1ccc2c(c1)nc(C)n2-c1ccccc1
 : -9, 22, 0.99, -6, -16, -1, 1, -4, -2
CC(=O)Nc1ccc(C(=O)Nc2cc(C)on2)cc1
 : 11, 17, 1, 8, 14, -2, -2, 0, -3
CC(C)n1ncc2c(C(=O)N3CCN(Cc4ccc(Br)s4)CC3)cc(C3CC3)nc21
 : 21, 18, 0.89, 17, 21, -6, 11, -4, -5
CCOc1ccc(NS(=O)(=O)c2ccc(C(=O)N3CCCCC3)cc2)cc1
 : 10, 2, 0.95, -2, 13, -5, 5, -2, -5
CCN(C[C@H]1N[C@@](CC)(C(=O)OC)[C@H]2C(=O)N(C)C(=O)[C@@H]12)C(=O)COC
 : -11, 14, 0.97, -1, -15, 1, 3, 1, -3
Cc1ccc(S(=O)(=O)N2CCN(C(=O)CNC(=O)c3ccc(Br)o3)CC2)cc1
 : 10, 18, 0.97, 0, -27, 0, 3, -4, -12
COc1cc(NC(=O)CN2C(=O)C(c3ccccc3)=NC2(C)C)cc(OC)c1
 : 15, 5, 1.1, 4, -2, -3, -10, -3, -13
Cc1ccc(N(CC(=O)Nc2ccccc2C(=O)NCc2ccco2)S(=O)(=O)c2ccccc2)cc1C
 : 23, 12, 0.97, 4, 9, -4, 3, 0, 0
Cc1noc(C)c1NC(=O)Nc1ccc2c(c1)C(=O)N([C@H](C)CO)C[C@H](C)[C@@H](CN(C)C(=O)Nc1ccc3c(c1)OCO3)O2
 : 5, -9, 1.1, 5, 13, 1, -11, 0, -1
CCc1cc(=O)oc2c3c(cc(OCC(=O)NCCCC(=O)O)c12)OC(C)(C)CC3
 : 33, 9, 1, 6, -10, -3, -2, -4, 6
Cn1c(=O)c2cn(-c3ccc4c(c3)OCCO4)cc2n(C)c1=O
 : 13, 14, 0.99, 3, -7, -3, 1, -7, -2
CC1(c2ccc(Cl)cc2)NC(=O)CS1 (stereo not drawn)
 : 12, -7, 1, 15, -10, -2, -2, 0, -4
Cc1ccc(CCNC(=O)C2CCC(=O)N2Cc2ccc(F)cc2)cc1 (stereo not drawn)
 : -9, -7, 0.94, 7, 8, -3, 6, -6, -9
O=S(=O)(Nc1cc(S(=O)(=O)N2CCOCC2)ccc1Cl)c1ccccc1
 : 16, 2, 1, 5, -5, 0, -1, -5, -7
C1CN(CCN2CCOCC2)CCN1
 : 24, -2, 1.1, -6, -10, -3, -14, -2, 1
O=C(CCl)N(Cc1cc(=O)[nH]c2ccccc12)c1ccccc1
 : -1, 1, 1.1, 1, -2, -5, -10, -1, -7
C[C@H](CO)N1C[C@H](C)[C@@H](CN(C)C(=O)Nc2ccccc2)Oc2ccc(NC(=O)CCN3CCOCC3)cc2C1=O
 : -6, 11, 1, 5, -1, -2, -1, -1, -1
COc1cc(/C=C2\C(=O)N(CCC#N)N=C2C)ccc1OCC(=O)Nc1ccccc1
 : 7, 14, 0.98, -8, 9, -2, 2, -2, -3
CCCCn1c2ccccc2c2cc(CC(N)=O)ccc21
 : 16, 17, 1, 11, -18, 1, -4, -1, -3
O=C(c1cccc(N2C(=O)C3CC=CCC3C2=O)c1)N1CCN(c2ccccc2)CC1 (stereo not drawn)
 : 19, 8, 0.91, 14, 11, -1, 9, -1, -2
CO/N=C/C1CCN(c2ncc(C(F)(F)F)cc2Cl)C1=O (stereo not drawn)
 : 4, 14, 0.95, 2, 0, 2, 5, -3, -4

Some of these compounds in order of count of non-hydrogen atoms, rising:
Results follow in this order: tim10-1 inh, NALP3 yeast inh, mIAP activ, TIM10 inh, hIAP inh, beta cell repl, mIAP inh, APOBEC3A inh, A3G deaminase
CCCCn1c2ccccc2c2cc(CC(N)=O)ccc21
 : 16, 17, 1, 11, -18, 1, -4, -1, -3
Cc1ccc(CCNC(=O)C2CCC(=O)N2Cc2ccc(F)cc2)cc1 (stereo not drawn)
 : -9, -7, 0.94, 7, 8, -3, 6, -6, -9
COc1cc(/C=C2\C(=O)N(CCC#N)N=C2C)ccc1OCC(=O)Nc1ccccc1
 : 7, 14, 0.98, -8, 9, -2, 2, -2, -3

More results.
Results follow in this order: tim10-1 inh, NALP3 yeast inh, mIAP activ, TIM10 inh, hIAP inh, beta cell repl, mIAP inh, APOBEC3A inh, A3G deaminase
CCn1c(CC(=O)Nc2ccccc2F)nnc1SCC(=O)N1CCN(c2ccccc2)CC1
 : 1, 8, 1.1, -7, 2, 1, -9, -1, -5
CCOc1ccc(C=NCC(O)c2ccccc2)cc1 (stereo not drawn)
 : 11, 3, 0.97, 8, 8, -4, 3, -2, -9
O=C(CSc1ncccn1)Nc1ccc2[nH]c(=O)[nH]c2c1
 : -10, 7, 0.99, 0, 4, 1, 0, 5, -8
O=C(Oc1ccc(OC(=O)c2ccco2)c(S(=O)(=O)c2ccc(Br)cc2)c1)c1ccco1
 : 20, -19, 0.88, 34, -6, -6, 12, -1, -5
O=C(NC(=S)Nc1ccccc1F)C1CCCCC1
 : 40*, 52*, 0.95, 31, -8, -7, 5, -1, -3
CS(=O)(=O)NN1C(=O)c2ccccc2NC1c1c[nH]c2ccccc12 (stereo not drawn)
 : 3, 3, 0.9, -7, 13, 4, 10, -3, -6
C#CCOCCOCCOCCNc1nc(N2CCN(C(=O)CCCCCCCCCCNC(=O)[C@H](CCCCN)n3cc(CCCC(=O)O)nn3)CC2)nc(N2CCN(C(=O)CCCCCCCCCCNC(=O)[C@@H]([C@H](C)O)n3cc(C)nn3)CC2)n1
 : 36, 15, 1.2, 17, -5, -4, -19, 4, -2
O=C(N/N=C/c1cn(-c2ccccc2)nc1-c1cccs1)c1ccncc1
 : 27, 29, 0.93, 30, 2, 0, 7, -2, -3
O=Cc1c(NCCCN2CCCC2=O)c2ccccc2[nH]c1=O
 : 10, 8, 1, 0, -4, 0, 0, -9, -7
Cc1nnc2sc(-c3ccc(NC(=O)c4ccc(-c5ccc(Cl)cc5Cl)o4)cc3)nn12
 : 8, -3, 0.93, -26, 9, -4, 7, 6, 8

Nothing new here: entries from further up.
Results follow in this order: tim10-1 inh, NALP3 yeast inh, mIAP activ, TIM10 inh, hIAP inh, beta cell repl, mIAP inh, APOBEC3A inh, A3G deaminase
CC1(c2ccc(Cl)cc2)NC(=O)CS1 (stereo not drawn)
 : 12, -7, 1, 15, -10, -2, -2, 0, -4
Cc1ccc(CCNC(=O)C2CCC(=O)N2Cc2ccc(F)cc2)cc1 (stereo not drawn)
 : -9, -7, 0.94, 7, 8, -3, 6, -6, -9
O=S(=O)(Nc1cc(S(=O)(=O)N2CCOCC2)ccc1Cl)c1ccccc1
 : 16, 2, 1, 5, -5, 0, -1, -5, -7
C1CN(CCN2CCOCC2)CCN1
 : 24, -2, 1.1, -6, -10, -3, -14, -2, 1
O=C(CCl)N(Cc1cc(=O)[nH]c2ccccc12)c1ccccc1
 : -1, 1, 1.1, 1, -2, -5, -10, -1, -7

Further entries follow:
Results follow in this order: tim10-1 inh, NALP3 yeast inh, mIAP activ, TIM10 inh, hIAP inh, beta cell repl, mIAP inh, APOBEC3A inh, A3G deaminase
COc1ccc(C(C)=O)c(OC(=O)c2ccc(OC)c(OC)c2)c1
 : 21, 20, 0.93, 2, -12, 0, 7, 0, -2
CC(C)(OC(=O)c1ccc(F)cc1)c1cc2ccccc2c(=O)o1
 : 13, 13, 0.95, 0, -14, -2, 5, -3, -3
COc1cc(/C=N/Nc2nc(C)cc(=O)[nH]2)ccc1OC(=O)c1cccnc1
 : -1, 16, 0.9, 10, -9, 0, 10, -3, -4
O=C(NCCCn1ccnc1)c1cc(Br)c(Br)s1
 : 9, 19, 1, 12, 11, 1, 0, -1, -9
Brc1ccc(NC2=Nc3ccccc3CC2)cc1
 : 15, -6, 1, 2, -9, -2, 0, -5, -6
CN(C)C(=O)c1c([N+](=O)[O-])c(C(C)(C)C)nn1C
 : 15, 3, 0.94, 2, 8, -2, 6, 1, 5
Cc1nc(C)c(C(=O)NCc2ccccc2Cl)o1
 : 5, 0, 1, 5, -4, -3, -4, 1, -5
O=c1c2ccccc2ncn1-c1cccc(Br)c1
 : 2, 37, 1, -5, -6, -2, -2, -5, -10
COc1cc(C)ccc1OCCOc1c(C)cc(Cl)cc1Cl
 : 7, 18, 1.1, -23, 14, -4, -10, 1, 0
O=C(N/C(=C/c1ccc(Br)cc1)C(=O)N1CCCC1)c1cccs1
 : 46*, -8, 0.91, 23, 4, -1, 9, -7, -8
CC1Cc2ccccc2N1C(=O)CSC1=NCCS1 (stereo not drawn)
 : 7, 23, 0.75, 14, -4, -3, 25, 0, -4
COCCNC(=O)[C@@H]1CSC2c3ccc(OC)c(OC)c3C(=O)N21 (stereo partly drawn)
 : -3, 13, 1, 8, 4, -1, -3, 3, 5
COc1cccc(-c2nc3n(n2)C(c2ccccc2Cl)C(C(N)=O)=C(C)N3)c1 (stereo not drawn)
 : -2, 20, 0.91, -2, 0, 0, 9, -1, -3
CCc1nn(CC(=O)NCCCN2CCN(C)CC2)c(=O)c2cc3occc3n12
 : 4, 7, 1, -11, -8, -3, -2, -5, -5
COc1nnc(-c2ccc(N3CCCCC3)c(N)c2)c2ccccc12
 : 44*, 22, 0.81, 49*, -6, -6, 19, -6, -8
Cc1ccc(NC(=O)CN(C)CC(=O)Nc2ccccc2C#N)cc1
 : 9, 9, 1, 3, -45, 0, -4, 0, -9
Fc1ccccc1CSc1nnc2ccc(-c3ccncc3)nn12
 : -1, 2, 1.1, 1, -17, 0, -12, -6, -6
COc1ccc(Nc2ncnc3sccc23)cc1
 : 9, 36, 0.9, 9, 1, 0, 10, -1, -7
CS(=O)(=O)N(CC(=O)Nc1ccc(Br)cc1F)C1CCCCC1
 : 5, 5, 1.1, 1, -14, -2, -8, 0, -5
CCc1nnc(-n2nc(C)cc2-c2ccccc2)n1N
 : 6, 24, 1.1, -3, -11, 1, -5, 2, 5
CC(C)(C)n1nnnc1C(c1cccs1)N1CCCC2(CCCCC2)C1 (stereo not drawn)
 : 38, 9, 0.98, 22, 9, -4, 2, 0, 1
O=S1(=O)[C@H]2C[C@@H]3C=C[C@]2(CN1Cc1ccc(C(F)(F)F)cc1)O3
 : 4, 7, 1, 3, 11, -3, 0, 1, -3
